Compound activity as filed in PubChem BioAssay.
KCNK3 inh = human KCNK3 channel inhibition, primary screen; CHO-KCNK3 thallium flux, FluxOR fluorescence; stronger effect = lower value; B-score at 10 µM; actives 0.84% (n = 340,000); O14649;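 active = B-score under library mean minus 4 SD, starting fluorescence ratio at most library mean plus 5 SD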;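 note: more negative B-score means stronger inhibition of thallium flux through KCNK3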
Target sequence (O14649 whole entry, looked up): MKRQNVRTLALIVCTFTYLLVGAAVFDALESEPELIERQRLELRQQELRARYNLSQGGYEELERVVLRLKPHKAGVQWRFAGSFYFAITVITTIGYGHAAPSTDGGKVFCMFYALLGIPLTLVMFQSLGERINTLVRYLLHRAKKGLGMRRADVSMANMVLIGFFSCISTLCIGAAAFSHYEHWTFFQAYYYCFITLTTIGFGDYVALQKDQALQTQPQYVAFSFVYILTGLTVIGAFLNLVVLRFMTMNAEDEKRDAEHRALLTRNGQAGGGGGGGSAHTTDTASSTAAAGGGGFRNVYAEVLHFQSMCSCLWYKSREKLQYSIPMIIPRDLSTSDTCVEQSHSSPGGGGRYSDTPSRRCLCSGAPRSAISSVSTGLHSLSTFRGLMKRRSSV
DYRK1A inh = blocks rat Dyrk1A kinase activity | Q63470 | ADP-Glo luminescence, NFATc1 peptide | inhibition, % at 12.5 µM | actives 0.43% (n = 310,000) | AID 504441; in the data active = inhibition above about 50%;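 note: plate controls were vehicle with enzyme for no effect and no enzyme for full effect; many of its hits are not listed in these tables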
* marks the source's active call; other numbers are inactive results; i = inactive.

KCNK3 inh	DYRK1A inh	SMILES
i	5	COc1ccc(OCC(O)Cn2c(=N)n(CCN3CCCCC3)c3ccccc32)cc1 (stereo not drawn)
i	-2	CC(OC(=O)[C@@H](NC(=O)OCc1ccccc1)C(C)C)C(=O)Nc1ccc(N2CCOCC2)cc1 (stereo partly drawn)
i	7	CCCNC(=O)C(Cc1ccccc1F)NC(=O)c1ccccn1 (stereo not drawn)
i	-6	COc1cccc(C2=CC(=O)C[C@H](c3ccc(F)cc3)C2)c1
i	-4	CC(C)(C)N(Cc1ccccc1)C(=O)COC(=O)CCN1C(=O)C2CC=CCC2C1=O (stereo not drawn)
i	5	Cc1ccc(NC(=O)CN(C)C(=O)c2ccc(NS(=O)(=O)c3cccc([N+](=O)[O-])c3)cc2)cc1
i	2	Cc1ccc(NC(=O)C(C)N2C(=O)c3ccccc3C2=O)cc1S(=O)(=O)N1CCOCC1 (stereo not drawn)
i	6	CC(C)(C)NC(=O)C[C@H]1C[C@H](C(=O)N2CCCCC2)[C@@]2(C)c3[nH]c4cc(-c5ccco5)ccc4c3CCN2C1=O
i	-5	CC(NC(=O)CN(C)CC(=O)Nc1cccc(F)c1)c1ccccc1 (stereo not drawn)
i	0	CCCCN(CCCNC(=O)C1CCN(S(=O)(=O)N2CCOCC2)CC1)Cc1ccccc1
i	-10	FC(F)C(F)(F)Oc1cccc(-c2n[nH]c(=S)n2Cc2ccccc2)c1
i	1	COc1ccc(SC[C@H](Cc2ccccc2)N2CC[C@@H](NC(=O)OCc3ccccc3)CCC2=O)cc1
i	14	CCOc1ccc(N(CC(=O)O)S(=O)(=O)c2ccc(F)cc2)cc1
i	0	CCCCN1CCC(COC(=O)c2cc(Cl)c(N)c3c2OCCO3)CC1
i	1	O=C1C(Cc2ccccc2)Nc2ncnc(N3CCN(c4ccccc4)CC3)c2N1Cc1ccc(Br)cc1 (stereo not drawn)
i	-6	O=C(Nc1cc(Cl)ccc1-n1cncn1)c1ccccc1OC(F)F
i	7	COc1ccc([C@H]2CC(=O)C=C(c3ccc4ccccc4c3)C2)cc1OC
i	6	COC(=O)C1=C(C)N(Cc2ccccc2)C(=NCC2CC2)N[C@H]1c1ccccc1
-13*	0	FC(F)(F)C1=Nc2cccc3cccc(c23)N1
i	-1	COc1cc(/C=N/Nc2ccc(Cl)cc2)ccc1OC(=O)c1cccs1
i	-7	Cn1c(N)c(C(=O)COC(=O)/C=C/c2cccc(Cl)c2)c(=O)n(C)c1=O
i	-5	O=C(CSc1ccccc1F)NCCN1C(=O)CSC1=O
i	-1	Cc1cc(NC(=O)/C(C#N)=C\c2ccc(-c3ccc(SC(F)F)cc3)o2)n(-c2ccccc2)n1
i	3	Cc1ccc(S(=O)(=O)N(C)C)cc1NC(=O)COC(=O)CN1C(=O)c2ccccc2C1=O
i	2	Cc1nn(C)c(C)c1NC(=O)COc1ccccc1C#N
i	2	O=C(c1ccccc1)c1ccc(Oc2ccc([N+](=O)[O-])cc2[N+](=O)[O-])cc1
i	7	CCCC(=O)Nc1ncnc2c1ncn2[C@@H]1O[C@@H]2OP(=O)(O)OC[C@H]2[C@H]1OC(=O)CCC
i	4	CCN(CC)C(=O)OCCc1cc2ccccc2c(=O)o1
i	-1	COc1ccccc1C(=O)NC(CCSC)C(=O)NC1CC1 (stereo not drawn)
i	0	CN(CC(=O)Nc1ccccc1Br)C(=O)c1ccccc1OCc1ccc(F)cc1
i	-1	Cc1ccc(C)c(S(=O)(=O)N2CCN(C(=O)/C=C/c3ccco3)CC2)c1
i	5	COc1ccc(CNC(=O)c2cccc(S(=O)(=O)N3CCN(c4ccc(F)cc4)CC3)c2)cc1
i	0	COc1ccc(CNc2ccc(N3CCN(C(C)=O)CC3)cc2)cc1OC
i	7	Cn1cncc1C#Cc1ccc2cc(C3(O)CCCCC3)oc(=O)c2c1
i	-2	O=C(NCCC(=O)N1CCN(c2ccccn2)CC1)c1ccc(Cl)cc1
i	17	Cc1ccc(NC(=O)CN2C(=O)S/C(=C/c3ccc(O)c([N+](=O)[O-])c3)C2=O)cc1C
i	29	COC(=O)c1cc(O)cc(OC)c1Oc1cc(C)cc(O)c1C(=O)O
i	-1	COc1ccc(CN(C(=O)CN2C(=O)NC3(CCC(C)CC3)C2=O)C(C)Cc2cccs2)cc1 (stereo not drawn)
i	3	CCOC(=O)c1ccccc1NC(=O)Cc1ccc(S(=O)(=O)N2CCCC2)s1
i	-16	Cc1cc(C(=O)O[C@H]2[C@H](Cc3ccccc3)NS(=O)(=O)[C@H]3C[C@@H]4C=C[C@]23O4)ccc1[N+](=O)[O-]
i	0	N#Cc1ccsc1NC(=O)COC(=O)c1ccc(Br)o1
i	12	CC(Oc1ccc(C#N)cc1)C(=O)Nc1ccc(-n2cnnn2)cc1 (stereo not drawn)
i	-2	CCC(C)Sc1ccc(-c2nc3ccccn3c2NCc2ccccc2)cc1OC (stereo not drawn)
i	-8	Cc1nn(C)c(C)c1N1C(=O)c2cccc3c(N)ccc(c23)C1=O
i	6	CC(=O)Nc1sc(C)c(C)c1C(=O)OCC(=O)N(Cc1ccccc1)C(C)C
i	0	CCCCn1c(N)c(N(C)C(=O)c2ccc(Br)o2)c(=O)[nH]c1=O
i	-1	CCC[C@@H](CN1CCC[C@H]1CN1C(N)=NC[C@H]1CC(C)C)N1C[C@@H](Cc2ccccc2)N(CCc2ccc(Cl)c(Cl)c2)C1=N
i	1	CN(C)c1ccc(Cc2cc3c(O)ccc(O)c3cc(Cc3ccc(N(C)C)cc3)c2=O)cc1

Three compounds out of the list above, ordered by their value in DYRK1A inh, rising:
smiles | KCNK3 inh | DYRK1A inh
CCC[C@@H](CN1CCC[C@H]1CN1C(N)=NC[C@H]1CC(C)C)N1C[C@@H](Cc2ccccc2)N(CCc2ccc(Cl)c(Cl)c2)C1=N | i | -1
CC(=O)Nc1sc(C)c(C)c1C(=O)OCC(=O)N(Cc1ccccc1)C(C)C | i | 6
COC(=O)c1cc(O)cc(OC)c1Oc1cc(C)cc(O)c1C(=O)O | i | 29

Other records.
KCNK3 inh	DYRK1A inh	SMILES
i	-5	CC(CCc1ccccn1)C(=O)c1ccccc1 (stereo not drawn)
i	3	COc1ccc(N2CCN(C(=O)COC(=O)c3c(-c4ccccc4)noc3C)CC2)cc1
i	1	CC1(C)CC(C)(O)P(=O)(c2ccccc2)O1 (stereo not drawn)
i	0	COc1cc(C)ccc1OCC(=O)Nc1ccccc1N1CCOCC1
i	1	Cc1ccc(C)c(S(=O)(=O)N2CCN(C(=O)[C@@H]3CCCN3C(=O)c3cccs3)CC2)c1
i	-2	Nc1nc(SCC(=O)N2CCN(c3ccc(F)cc3)CC2)n[nH]1
i	-2	COc1ccc(S(=O)(=O)N2CCOCC2)cc1NC(=O)Cc1ccsc1
i	7	N=C(N)SCCc1cnc[nH]1
i	-1	CCOc1ccc(C(=O)CCC(=O)N2CCN(c3ccc(O)cc3)CC2)cc1
i	4	O=C1c2nccnc2C(=O)N1Cc1ccccc1
i	4	O=C(COC(=O)c1nc(Cl)ccc1Cl)Nc1ccc(Cl)cn1
i	11	NC(=O)C1CC(=O)N(c2ccc(OCC(=O)N3CCCC3)cc2)C1 (stereo not drawn)
i	-6	Cc1nn(C)c(C)c1S(=O)(=O)N1CCCC(C(=O)NCC2COc3ccccc3O2)C1 (stereo not drawn)
i	-6	Cc1ccc(S(=O)(=O)Nc2cc(=O)[nH]c(SCc3ccc(Cl)cc3)n2)cc1
i	-1	N#CC(OC(=O)c1ccccc1)c1ccccc1 (stereo not drawn)
i	-5	COc1ccccc1/C=C/C(=O)OCC(=O)Nc1ccc2c(c1)OCO2
i	-1	Cc1ccsc1C(=O)OCC(=O)N1C(C)CCCC1C (stereo not drawn)
i	-2	Cc1c2c(=O)n(-c3nc4ccccc4s3)nc-2cc(O)n1Cc1ccccc1
i	2	O=C(Nc1ccc(N2CCCC2)c(Cl)c1)c1ccc([N+](=O)[O-])o1
i	-2	Cc1c(Cl)cc(C(C)C)c(O)c1CN1CCOCC1
i	0	O=C(CN1C(=O)NC2(CCCC2)C1=O)OCc1ccccc1F
i	-3	Cc1noc(C)c1C(=O)OCC(=O)N(C)C1(C#N)CCCCC1
i	-1	CCCCc1nnc(NC(=O)c2ccc(S(=O)(=O)N3CCOCC3)cc2)s1
i	7	CCN(CC)S(=O)(=O)c1cccc(NC(=O)COC(=O)c2cncc(Br)c2)c1
i	-1	O=C(COC(=O)Cc1cccs1)Nc1cc(S(=O)(=O)N2CCOCC2)ccc1Cl
i	1	CC(C)C(NC(=O)CCNC(=O)c1ccccc1Cl)c1nc2ccccc2[nH]1 (stereo not drawn)
i	15	O=C(NS(=O)(=O)N1CCOCC1)C1=C(N2CCCC2)COC1=O
i	-1	OCC1OC(n2cnc3c(SCc4ccccc4)ncnc32)C(O)C1O (stereo not drawn)
i	6	CC(C)[C@H](NC(=O)OCc1ccccc1)C(=O)OCC(=O)N1CCCCC1
i	11	Cc1csc2nc(CSc3nc4ccccc4o3)cn12
i	70*	CC(CCC(C)C(C)(C)C)[C@@H]1CC[C@H]2C3C[C@H](OS(O)(=S)=S)[C@H]4C[C@H](OS(O)(=S)=S)[C@@H](OS(O)(=S)=S)C[C@]4(C)[C@H]3CC[C@]12C (stereo partly drawn) (tested in a mixture with another compound)
i	-7	CCOc1ccc(C(=O)NCC(=O)NCC(c2ccco2)N2CCCCC2)cc1 (stereo not drawn)
i	-12	O=C(O)C1=CC[C@@H](c2ccc(Cl)cc2)N(S(=O)(=O)c2ccc(Cl)cc2)[C@H]1c1ccc(Br)cc1
i	5	COc1cccc(-c2ncc3ccccc3c2COC(=O)c2ccc(C(C)(C)C)cc2)c1
i	4	O=C(COC(=O)/C=C/c1ccc(OC(F)F)cc1)NC(=O)NCc1ccccc1
i	6	COc1ccc(-c2c(-c3cc(OC)cc(OC)c3)n(C)c3ccc(-c4cc(F)cc(OC)c4)cc23)cc1
i	2	CC1CCCC(O)(C(C(=O)O)c2ccccc2)C1 (stereo not drawn)
i	4	COc1ccc(OC)c(/C=C/C(=O)OCC(=O)Nc2nnc(-c3ccccc3)o2)c1
i	-2	O=C(COC(=O)c1ccccc1OCc1ccccc1Cl)NC1CCS(=O)(=O)C1 (stereo not drawn)
i	1	Cc1ccc(C)c(S(=O)(=O)N2CCN(C(=O)CNC(=O)c3sc4ccccc4c3Cl)CC2)c1
i	1	CC(=O)N1CCN(C(=O)COC(=O)/C=C/c2ccc(C(F)(F)F)cc2)CC1
i	-1	CCC(C)c1ccc(S(=O)(=O)N2CCN(C(C)C(=O)NC3CCCC3)CC2)cc1 (stereo not drawn)
i	-1	CNc1snc(C)c1C(=O)OC(C)C(=O)Nc1cccc(C)c1 (stereo not drawn)
i	2	CC(NC(=O)COC(=O)Cc1cccs1)c1ccc(F)cc1 (stereo not drawn)
i	6	CC1CC(C)CN(C(=O)C(C)N2CCN(S(=O)(=O)c3ccc(Br)s3)CC2)C1 (stereo not drawn)
i	4	COCCn1c(SCC(=O)Nc2cc(C)on2)nc2cc(Cl)ccc2c1=O
i	5	CN(NS(=O)(=O)c1ccccc1)C(=O)c1ccccc1
i	6	Cc1noc(NS(=O)(=O)c2ccc(NC(=O)c3ccc(F)cc3)cc2)c1C
i	3	CCC(=O)[C@@]1(C)[C@H](C)C[C@H]2[C@@H]3CCC4=CC(=O)C=C[C@]4(C)[C@H]3[C@@H](O)C[C@@]21C
i	2	Cc1ccc(S(=O)(=O)N2CCOCC2)cc1C(=O)Nc1nc(-c2ccccn2)cs1
i	3	CCN(CC(=O)Nc1ccc(NC(C)=O)cc1)C(=O)c1cc2ccccc2oc1=O
i	-13	Cc1ccc([C@@H]2CC=C(C(=O)O)[C@H](c3ccc(Br)cc3)N2S(=O)(=O)c2ccccc2C)cc1
i	-8	CC1Cc2ccccc2N1C(=O)COC(=O)/C=C/c1cccc(F)c1 (stereo not drawn)
i	-1	O=C1C=C(c2ccccc2)C[C@@H](c2ccc(Cl)cc2)C1
i	3	Cc1ccc(C)c(OCCC(=O)Nc2ccccc2C(=O)NC2CC2)c1
i	4	COc1ccc(C(=O)N2[C@@H](C(C)C)COc3cc(Br)ccc3S2(=O)=O)cc1
i	0	O=C(COC(=O)c1ccco1)NCC1CCCCC1
i	-6	C[C@@H]1CN([C@@H](C)CO)C(=O)Cc2cc(NC(=O)Nc3ccc(C(F)(F)F)cc3)ccc2O[C@@H]1CN(C)S(=O)(=O)c1ccc(Cl)cc1
i	33	COC(=O)c1c(-c2ccc(OC)cc2)sc2cc3c(cc12)OCO3
i	1	CC(=O)Nc1ccc2c(c1Br)Cc1ccccc1-2
i	-1	CCN(C[C@H]1N[C@@](C)(C(=O)OC)[C@H]2C(=O)N(C)C(=O)[C@@H]12)S(=O)(=O)c1ccc(F)cc1

Among those listed so far, these contain two or more sulfur atoms.
KCNK3 inh	DYRK1A inh	SMILES
i	-5	O=C(CSc1ccccc1F)NCCN1C(=O)CSC1=O
i	3	CCOC(=O)c1ccccc1NC(=O)Cc1ccc(S(=O)(=O)N2CCCC2)s1
i	1	Cc1ccc(C)c(S(=O)(=O)N2CCN(C(=O)[C@@H]3CCCN3C(=O)c3cccs3)CC2)c1
i	-2	COc1ccc(S(=O)(=O)N2CCOCC2)cc1NC(=O)Cc1ccsc1
i	-6	Cc1ccc(S(=O)(=O)Nc2cc(=O)[nH]c(SCc3ccc(Cl)cc3)n2)cc1
i	-1	CCCCc1nnc(NC(=O)c2ccc(S(=O)(=O)N3CCOCC3)cc2)s1
i	-1	O=C(COC(=O)Cc1cccs1)Nc1cc(S(=O)(=O)N2CCOCC2)ccc1Cl
i	11	Cc1csc2nc(CSc3nc4ccccc4o3)cn12
i	70*	CC(CCC(C)C(C)(C)C)[C@@H]1CC[C@H]2C3C[C@H](OS(O)(=S)=S)[C@H]4C[C@H](OS(O)(=S)=S)[C@@H](OS(O)(=S)=S)C[C@]4(C)[C@H]3CC[C@]12C (stereo partly drawn) (tested in a mixture with another compound)
i	1	Cc1ccc(C)c(S(=O)(=O)N2CCN(C(=O)CNC(=O)c3sc4ccccc4c3Cl)CC2)c1
i	6	CC1CC(C)CN(C(=O)C(C)N2CCN(S(=O)(=O)c3ccc(Br)s3)CC2)C1 (stereo not drawn)
i	2	Cc1ccc(S(=O)(=O)N2CCOCC2)cc1C(=O)Nc1nc(-c2ccccn2)cs1

Only part of the results is shown (hit frequency here may not be typical).
